High-throughput results deposited in PubChem by National Center for Advancing Translational Sciences (NCATS).
Peg3 imprint: qHTS Assay for Compounds that Induce Erasure of Genomic Imprints; 110,000 compounds, 0.02% hits; Potency, µM (top dose mostly 60.7 µM), for inactives: at the highest dose activity change, positive = activation, actives largely listed as activators; mouse ES Peg3-LacZ reporter, beta-gal luminescence, 40 h;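 note: 0% = negative control wells on the plate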
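Readout: BetaGlo luminescence (5 min, room temp) for LacZ from the normally silent maternal Peg3 allele in female Peg3LacZ-Neo ES cells. Cells 300/well, 40 h, 37C, 5% CO2. Data normalized per plate to negative controls.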
p53ts 32C tox: qHTS Screen for Compounds that Selectively Target Cancer Cells with p53 Mutations: Cytotoxicity of p53ts Cells at the Permissive Temperature; Potency, µM (titrated, usually from 46.1 µM), inactives show at the highest dose activity change, negative = cytotoxicity, most hits filed as cytotoxic; H1299-p53A138V at 32C, ATP luminescence viability, 24 h; 130,000 compounds, 0.93% hits; AID 924, 2007;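 note: 0% = DMSO and -100% = full killing by reference compound; nearly all actives have a fitted effect of over 55% in size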
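ATP-content luminescence (ATPlite) read-out after 24 h compound exposure at 32C in H1299-p53A138V cells (600/well). Tested up to 46 uM. Normalized to DMSO (0%) and 100 uM tamoxifen (100% killing); Hill-fit AC50.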
p53ts 39C kill: qHTS Screen for Compounds that Selectively Target Cancer Cells with p53 Mutations: Cytotoxicity of p53ts Cells at the Nonpermissive Temperature | H1299-p53A138V viability at 39C, ATP luminescence, 24 h | Potency, µM (top dose mostly 46.1 µM), inactives show top-dose activity change, negative = cell killing, actives largely listed as cytotoxic | 130,000 compounds, 1.5% hits; note: nearly all actives have a fitted effect of over 55% in size
IkB sig inh: IkB Signaling; ABC-DLBCL IkBa-CBG/CBR dual luciferase ratio, 4 h; response scale: scaled: untreated 0%, proteasome inhibitor 100%; 110,000 compounds, 0.04% hits; Potency, µM (highest dose often 57.1 µM), for the others: top-dose IkBa stabilization activation; AID 445, 2006; active = well fitted curve in the direction sought with a large enough effect in the signal ratio, not every such curve was filed as active; inconclusive = small, poorly fitted or top-dose-only effect, or a change in a side signal; the % refers to the signal ratio;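 note: the direction sought is a rising ratio; 0% = basal untreated cells and 100% = reference inhibitor full response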
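In this assay, an IκBα–CBG68 fusion accumulates when IKK-driven degradation is blocked; native CBR normalizes for cell number. OCI-Ly3 cells were treated 4 h with compound and doxycycline, then green and red light read after Chroma-Glo addition.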
An asterisk follows results filed as active; ? = inconclusive; . = no result given; [ ] = another dose, or the depositor's remark. Unless noted, calls come from the whole dose curve; as a rule, active = well fitted curve in the direction sought with a large enough effect; inconclusive = small, poorly fitted or top-dose-only effect, or another doubt; inactive = no such curve, though single readings can be large; an effect the other way counts as inactive or inconclusive. Unless noted, % is set by controls: 0 for no effect and ±100 for the full control effect; potency is the fitted concentration of half-maximal effect.

Start of the data: the first 5 compounds, ahead of the listing:
molecule | Peg3 imprint | p53ts 32C tox | p53ts 39C kill | IkB sig inh
COc1ccc2nc(N(Cc3cccnc3)C(=O)c3ccc4c(c3)OCCO4)sc2c1 | 7%[10.9 µM] | -4% | ? | 1.9%
Cc1onc(-c2ccccc2)c1C(=O)Nc1sc2c(c1C#N)CCC(C)C2 (stereo not drawn) | -17% | 23% | -20% | 2.8%
COC(=O)c1cccc(-n2c(CCC(=O)O)ccc2-c2cccs2)c1 | -19%[10.9 µM] | -11% | 33%[activator] | ?
COc1cccc(C(c2sc3nc(-c4ccco4)nn3c2O)N2CCCC2)c1 (stereo not drawn) | 12%[10.9 µM] | -1% | -6% | -4.1%
CN[C@]1(C)[C@H]2CC[C@@H](C2)C1(C)C | 9%[16.8 µM] | -2%[20.6 µM] | 0%[20.6 µM] | 0.3%[25.6 µM]

This part in full, repeating the preview:
molecule | Peg3 imprint | p53ts 32C tox | p53ts 39C kill | IkB sig inh
COc1ccc2nc(N(Cc3cccnc3)C(=O)c3ccc4c(c3)OCCO4)sc2c1 | 7%[10.9 µM] | -4% | ? | 1.9%
Cc1onc(-c2ccccc2)c1C(=O)Nc1sc2c(c1C#N)CCC(C)C2 (stereo not drawn) | -17% | 23% | -20% | 2.8%
COC(=O)c1cccc(-n2c(CCC(=O)O)ccc2-c2cccs2)c1 | -19%[10.9 µM] | -11% | 33%[activator] | ?
COc1cccc(C(c2sc3nc(-c4ccco4)nn3c2O)N2CCCC2)c1 (stereo not drawn) | 12%[10.9 µM] | -1% | -6% | -4.1%
CN[C@]1(C)[C@H]2CC[C@@H](C2)C1(C)C | 9%[16.8 µM] | -2%[20.6 µM] | 0%[20.6 µM] | 0.3%[25.6 µM]
Cc1ccc(Cc2nc(-c3cccc(C)c3)no2)cc1 | 7% | 3% | 10% | 0.5%
O=C(N/N=C\c1ccc2c(c1)CCC2)c1ccccc1O | -4%[10.9 µM] | ? | -25%[9.22 µM] | ?
COC(=O)c1ccc(Cl)c(NC(=O)CN(c2ccc3c(c2)OCO3)S(C)(=O)=O)c1 | -17% | 4% | -2% | 1.9%
COc1ccc(-c2nnc(Nc3nc4c(OC)cccc4s3)o2)cc1 | -19% | ? | 13µM* | ?
C=CC(=O)OCCOCCOC(=O)C=C | -27% | -1%[1.84 µM] | 32µM* | ?
O=C(Cn1ncc2c(=O)oc3ccccc3c21)NCc1ccccc1Cl | -12%[10.9 µM] | -5% | -4% | 1.4%
Cc1cccc(CCNC(=O)c2cc3c(s2)-c2c(C)cccc2OC3)c1 | -3%[10.9 µM] | -4% | -29% | ?
Cc1cc(C)cc(OCC(=O)NCC2(N3CCOCC3)CCCCC2)c1 | 3%[10.9 µM] | 0% | 0% | ?
O=C(O)c1ccc(COc2c(F)c(F)cc(F)c2F)o1 | -12% | 5% | 11% | 3.2%
CS(=O)(=O)N(CC(=O)Nc1ccc2c(c1)OCO2)c1ccccc1 | -10% | 6% | -3% | 0.4%
COc1ccc(C(CC(=O)Nc2ccc(C)c(C)c2)N2Cc3ccccc3C2=O)cc1OC (stereo not drawn) | 8%[10.9 µM] | 3% | -2% | 0.1%
COC(=O)c1c(NC(=O)Cc2coc3cc(C)ccc23)sc2c1CCCC2 | -49%[inhibitor][10.9 µM] | 3% | -4% | -1.9%
O=C(NC(CO)C(O)c1ccc([N+](=O)[O-])cc1)C(Cl)Cl (stereo not drawn) | -18% | 18% | 14% | .
CCCCOC(=O)C1CCCC(C(=O)OCCCC)N1 (stereo not drawn) | -7% | -11% | 12% | -1.1%
CCc1ccccc1NC(=O)CN(Cc1ccccc1)S(=O)(=O)c1ccc(Br)cc1 | -9%[10.9 µM] | -18% | -9% | ?
CCOc1ccc(Cc2nc(C)c(CC(=O)N3CCOCC3)c(=O)[nH]2)cc1 | -9% | 6% | -13% | -0.3%
O=C(c1cccs1)N1CCc2ccccc21 | -79%[inhibitor] | ? | ? | 0.3%
Cc1nc2ccccc2c2oc(C(=O)NCC3CCCO3)cc12 (stereo not drawn) | -22% | -15% | 9% | ?
O=C(CSc1nc(-c2ccccc2)cs1)N1CCN(C(=O)c2ccco2)CC1 | -34%[inhibitor] | -1% | -9% | 0.2%
CCOc1ccc(C2c3c(oc4cc(C)c(C)cc4c3=O)C(=O)N2CCCN2CCOCC2)cc1 (stereo not drawn) | -3% | 15% | -7% | 1.0%
CSCCC(NC(=O)c1cc([N+](=O)[O-])ccc1Cl)C(=O)O (stereo not drawn) | . | -14% | -28% | .
CCC(=O)N1CCc2cc(S(=O)(=O)NCCCOC)ccc21 | -31%[inhibitor] | -3% | 2% | -0.2%
Cc1cccc(NC(=O)c2ccc(F)c(S(=O)(=O)NCc3ccc4c(c3)OCO4)c2)c1 | -8%[10.9 µM] | 6% | ? | ?
Cc1ccc(C2C=C(c3ccc(F)cc3)Nc3nc(CCCO)nn32)cc1 (stereo not drawn) | 7%[10.9 µM] | -1% | 27% | ?
Cc1cccc(N2CCN(C(=O)Cn3cnc4sc(C)c(S(=O)(=O)N5CCN(c6ncccn6)CC5)c4c3=O)CC2C)c1 (stereo not drawn) | -7%[10.9 µM] | 10% | -7% | ?
CCCC(c1nnnn1CCC(C)C)N1CCC(C(N)=O)CC1 (stereo not drawn) | 4% | 1% | -8% | -1.1%
Cc1ccc(S(=O)(=O)c2c(N)n(CCN3CCOCC3)c3nc4ccccc4nc23)cc1C | -5% | -4% | -14% | 0.4%
CCCn1c(=O)c(C(=O)Nc2ccccc2)c(O)c2ccccc21 | . | 4% | 6% | .
Cc1cccc(NCc2nc(SCC(N)=O)n[nH]2)c1 | -30%[inhibitor] | -3% | 12% | 0.3%
Cn1c(=O)c2c(nc(CN3CCN(C(=O)c4ccco4)CC3)n2CCCc2ccccc2)n(C)c1=O | -10% | 10% | 14% | -2.0%
CC1(CCc2ccccc2)NC(=O)N(Cc2nnc(-c3ccccc3Br)o2)C1=O (stereo not drawn) | -9% | 5% | -7% | ?
COC(=O)c1ccc(C)c(NS(=O)(=O)c2ccc(OC)cc2)c1 | -15% | 5% | -4% | 4.1%
COc1ccc(C2=NOC(C(=O)Nc3c(C)n(C)n(-c4ccccc4)c3=O)C2)cc1OC (stereo not drawn) | -8% | 5% | -4% | -1.6%
CC(=O)Nc1ccc(N/C=C/C(=O)c2ccco2)cc1 | -17% | ? | ? | 3.7%
O=C(O)CCCCCn1c(SCC(=O)N2CCCC2)nc2ccsc2c1=O | -2% | 12% | -6% | -0.5%
COc1ccc(-c2cn3c(C)c(C(=O)Nc4cccc(C)n4)sc3n2)cc1 | -62%[inhibitor] | -23% | -20% | ?
CCOc1ccccc1Nc1ncnc2c1c(-c1ccccc1)cn2-c1ccc(OC)cc1 | -14%[10.9 µM] | 1% | ? | ?
Cc1noc(-c2ccc(-c3noc(-c4ccc(C(F)(F)F)cc4)n3)cc2)n1 | 28%[10.9 µM] | 6% | 3% | 2.6%
CC(=O)N1CCC2(CC1)C(C#N)=C(N)Oc1n[nH]c(C)c12 | -5% | 3% | -5% | 0.2%
O=C1CCc2cc(S(=O)(=O)N3CCC(C(=O)NCCC4=CCCCC4)CC3)ccc2N1 | -6% | -4% | -5% | -2.3%
Cc1ccc2nc(CN3CCN(S(=O)(=O)c4ccc(C)c(C)c4)CC3)oc2c1 | -3%[10.9 µM] | -2% | -3% | 1.5%
CN(C(=O)CSc1nnc(-c2n[nH]c3ccccc23)o1)c1ccccc1 | . | -9% | -5% | .
COc1ccc(-c2nc3ccccc3o2)cc1NC(=O)c1ccc(N2CCC(C)CC2)c([N+](=O)[O-])c1 | -8%[10.9 µM] | -5% | 19% | -2.2%
COc1cc(NS(=O)(=O)c2ccc3c(c2)CCCN3C(C)=O)cc(OC)c1OC | 18%[10.9 µM] | 4% | -28% | -1.1%
CCOc1ccc(NC(=O)C(Cc2ccccc2)NS(=O)(=O)c2ccc3c(c2)oc(=O)n3C)cc1 (stereo not drawn) | -10%[10.9 µM] | 0% | -1% | 0.3%
COC(=O)C1CCN(C(c2ccccc2Cl)c2sc3nc(-c4ccco4)nn3c2O)CC1 (stereo not drawn) | 4%[10.9 µM] | 6% | -5% | -1.0%
O=C(NCCCN1CCC(Cc2ccccc2)CC1)C1CCN(S(=O)(=O)N2CCOCC2)CC1 | -18% | -3% | -16% | 1.8%
CCN1CCN(C(c2cccc(F)c2)c2c(O)cc(C)n(Cc3ccco3)c2=O)CC1 (stereo not drawn) | 14%[10.9 µM] | 4% | -10% | ?
CN(c1ccccc1C(=O)O)S(=O)(=O)c1ccc2c3c(cccc13)C(=O)N2 | -7% | 8% | 2% | 3.7%
CCN(Cc1ccccc1)Cc1c(O)ccc2oc(C)c(C(=O)Nc3ccc(C)cc3C)c12 | -9%[10.9 µM] | 6% | -7% | ?
COc1cc(C(=O)NCCC(=O)NCCCN2CCCCC2)cc(OC)c1OC | -9% | -5% | 7% | 1.7%
COCc1nc2ccccc2n1CCOc1ccccc1OC | -5% | -8% | 1% | -0.4%
O=C(CCCN1C(=O)c2ccccc2C1=O)NCCC1=CCCCC1 | -15% | -3% | 0% | -1.2%
CCOC(=O)c1cccc(NC(=O)CSc2nnc(CNc3ccc(C)cc3)n2CC)c1 | -3% | -30% | 18% | ?
CN1CCN(CC#CC(C)(O)C2CC3C=CC2C3)CC1 (stereo not drawn) | -17% | -3% | 5% | 0.7%

More records
molecule | Peg3 imprint | p53ts 32C tox | p53ts 39C kill | IkB sig inh
CCOC(=O)c1c(C)[nH]c(C)c1S(=O)(=O)N1CCCC(C(=O)NCc2cccc(C)c2)C1 (stereo not drawn) | 1%[10.9 µM] | 3% | -3% | 0.6%
NC(=O)CSc1oc(-c2ccco2)nc1S(=O)(=O)c1ccc(Br)cc1 | 7%[10.9 µM] | 0% | 18% | -0.5%
CNC(=O)c1c(NC(=O)c2nc(SCc3ccc(C)cc3)ncc2Cl)sc2c1CCCC2 | -14%[10.9 µM] | 2% | -4% | 3.4%
COc1oc(-c2ccc(Cl)cc2)nc1C(F)(F)F | . | 0% | 3% | .
CCOc1ccc(C(=O)NCCC(=O)NCCCC(=O)O)cc1 | 4% | 5% | 13% | 1.8%
CN(C)c1ccc(-c2nn3c(C4CCCCC4)nnc3s2)cc1 | -11% | 2% | -3% | 0.7%
Cc1ccc(C)c(NC(=O)c2ccc3c(c2)CCN3S(C)(=O)=O)c1 | -10%[10.9 µM] | -9% | 4% | 4.4%
CCCCNC(=O)Cn1cnc2sc(C)c(S(=O)(=O)N3CCN(c4ccccc4OC)CC3)c2c1=O | -8%[10.9 µM] | 3% | 25% | ?
CCOC(=O)Cc1csc(NC(=O)C2CCCCC2C(=O)O)n1 (stereo not drawn) | -2% | -20% | -13% | -0.6%
COc1ccc(OCC(=O)NCc2ccc3c(c2)CCN3C(=O)c2ccccc2)cc1 | -10%[10.9 µM] | 4% | -28% | 0.9%
CCc1cccc(C)c1NS(=O)(=O)c1ccc(-n2cccn2)cc1 | -1%[10.9 µM] | 7% | -11% | 0.9%
O=c1c2cnn(-c3ccccc3)c2ncn1Cc1ccccn1 | -9% | 0% | 16% | 1.6%
Cc1ccc(CSC2=Nc3ccccc3C3=NC(CC(=O)NCc4cccs4)C(=O)N23)cc1 (stereo not drawn) | -6%[10.9 µM] | 16% | ? | ?
O=c1c(CCc2ccccc2)nc2cnc(Oc3cccc(Cl)c3)nc2n1C[C@H]1CCCO1 | . | -1% | -1% | 3.9%[11.4 µM]
CN(Cc1ccccc1)S(=O)(=O)c1ccc(NC(=O)C2CCCO2)cc1 (stereo not drawn) | . | 13% | -4% | .
COc1cc(CN(C(=O)c2ccccc2F)C2CCS(=O)(=O)C2)cc(OC)c1OC (stereo not drawn) | -10%[10.9 µM] | 13% | 3% | 0.7%
Cc1[nH]c2ccccc2c1SCCNC(=O)c1ccc(Br)o1 | -16% | 30% | -11% | ?
COc1ccc(-n2c(=O)c(-c3ccccc3)nc3cnc(N4CCN(C)CC4)nc32)cc1 | -3% | 5% | -1% | -3.8%[11.4 µM]
Cc1cc(C)c2nc(N3CCN(C)CC3)c(C#N)cc2c1 | . | -2% | 5% | -3.0%
